# HPDE-C7 cytotoxicity – cytotoxicity in HPDE-C7 cells, cell-based, fluorescence, HTS (AID 430) | 63,000 tested, 1.8% active | cytotoxicity, % at 10 µM; hits with a dose series show EC50 in µM | HPDE-C7 pancreatic duct cells viability, fluorescence; higher % means a stronger effect;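 note: cells exposed to compound for 48 hours before viability readout; 0% = vehicle and 100% = reference cytotoxic drug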
# KRASV12 cytotoxicity – cytotoxicity in KRAS-transformed pancreatic duct cells, primary screen, cell-based, fluorescence, HTS (AID 431) | HPDE-C7K KRASV12 cells, Alamar Blue viability, 48 h; higher % means a stronger effect | cytotoxicity, % at 10 µM; hits with a dose series show EC50 in µM | 63,000 tested, 1.7% active;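 active = compounds whose percent cytotoxicity in the single-dose primary screen, scaled between solvent and toxic-drug controls, exceeds 50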;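 note: 0% = DMSO solvent wells and 100% = doxorubicin-treated wells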
# TNAP inhibition – human TNAP enzyme inhibitors, biochemical, luminescent (AID 518); inhibition, % at 20 µM, or IC50 in µM where a hit was titrated; 64,000 tested, 0.09% active; purified TNAP enzyme, luminescent substrate readout; higher % means a stronger effect; in the data active = a potency from the dose series; inactive = the rest, 99 in 100 with inhibition below about 22%;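 note: plate controls were vehicle for no effect and reference inhibitor for full effect; many of its hits are not listed in these tables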
# DPM-DC inhibit – S. pneumoniae DPM-DC inhibitors, primary screen, biochemical, PK/LDH-coupled NADH fluorescence; diphosphomevalonate decarboxylase (Streptococcus pneumoniae D39); calls only at 10 µM; purified DPM-DC; 65,000 tested, 0.49% active; AID 556, 2006;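 active = the 320 compounds with the highest percent inhibition in the single-dose primary screen, excluding strongly autofluorescent ones, cut at about 32% in these data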;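 note: kinetic rate of NADH fluorescence loss reporting ADP formed by the decarboxylase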
# PMK inhibit – S. pneumoniae PMK inhibitors, primary screen, biochemical, mevalonate pathway, pilot trial included. inhibition, % at 10 µM. purified PMK, PK/LDH-coupled NADH absorbance 340 nm. AID 539, 2006. 65,000 tested, 0.49% active;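 active = top-ranked compounds by inhibition in the single 10 µM screen, taking a fixed number of the strongest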;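 note: 0% = full reaction with DMSO carrier and 100% = background rate without enzyme reaction; no value below 0 was filed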
# Spn MK inh – S. pneumoniae MK inhibitors, primary screen, biochemical, PK/LDH-coupled NADH absorbance; 65,000 tested, 0.48% active; mevalonate kinase [Streptococcus pneumoniae D39]; purified MK, PK/LDH-coupled NADH absorbance 340 nm; inhibition, % at 10 µM;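 active = ranked among the strongest by inhibition in the single 10 µM screen, a fixed top-ranked set picked for dose follow-up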; note: no value below 0 was filed
# Bfl-1 displacement – Bfl-1 inhibitors, primary screen, biochemical, fluorescence polarization, FITC-Bid, mouse (AID 432) | Bcl-2-related protein A1 (Mus musculus) | 64,000 tested, 0.02% active | FITC-Bid BH3 peptide fluorescence polarization displacement; higher % means a stronger effect | displacement, % at 20 µM, or IC50 in µM where a hit was titrated; in the data active = a potency from the dose series; inactive = the rest, 99 in 100 with displacement below about 15%; note: strong numbers were not always called active
# HT1080 viability – cytotoxicity in HT1080 fibrosarcoma cells, cell-based, fluorescence readout (AID 620); HT1080 viability, fluorescence; higher % means a stronger effect; 87,000 tested, 0.42% active; one-dose cytotoxicity, % at 10 µM; EC50 in µM for titrated hits;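 note: cells exposed to compound overnight then 4 h with Alamar Blue; 0% = vehicle DMSO and 100% = killing control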
# LYP inhibition – LYP phosphatase inhibitors, primary screen, biochemical, DiFMUP fluorescence, recombinant catalytic domain, 10 µM (AID 606); Tyrosine-protein phosphatase non-receptor type 22 (Homo sapiens); recombinant LYP catalytic domain, DiFMUP fluorescence; higher % means a stronger effect; one-dose inhibition, % at 10 µM; IC50 in µM for titrated hits; 52,000 tested, under 10 active;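 active = IC50 under 40 µM in the dose-response test; inactive = IC50 of 40 µM or more, or never dose-tested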
# PMK inhibit pilot replicates – also measured in PMK inhibit; calls as there; inhibition, %; measured here: pilot screen replicates
# Spn MK inh pilot replicates – also measured in Spn MK inh; calls as there; inhibition, %; measured here: pilot screen replicates
# DPM-DC inhibit pilot screen % – second read-out of DPM-DC inhibit, no call of its own (marks repeat the call); inhibition, %; measured here: pilot screen trials
# * marks the source's active call; other numbers are inactive results; i = inactive; nt = no result given. Cut-off read from the data, not from the text of the source, unless noted: active = cytotoxicity above about 50%; inactive = the rest.
SMILES,HPDE-C7 cytotoxicity,KRASV12 cytotoxicity,TNAP inhibition,DPM-DC inhibit,PMK inhibit,Spn MK inh,Bfl-1 displacement,HT1080 viability,LYP inhibition,others
O=C(Nc1ccc2c(c1)CCC2)C1CCCN(c2ncccn2)C1 (stereo unspecified),-3%,0%,12%,i,8,0,-2%,5%,nt,
CC(C)C(c1nnnn1Cc1cccs1)N1CCN(C2CCCC2)CC1 (stereo unspecified),-4%,8%,8%,i,21,12,-12%,2%,4%,
COc1ccccc1C(=O)N1CCN(c2nc3cc(C)c(C)cc3cc2C#N)CC1,6%,4%,14%,i,9,7,6%,12%,-4%,
Cc1cc(C)n(C2=NS(=O)(=O)c3ccccc32)n1,-6%,-4%,16%,i,10,6,9%,4%,-10%,PMK inhibit pilot replicates=0.0;Spn MK inh pilot replicates=0.0;DPM-DC inhibit pilot screen %=0.5
Cc1ccc(=O)n(C(C(=O)NCc2ccco2)C(=O)c2ccc(F)cc2)c1 (stereo unspecified),9%,13%,-9%,i,8,9,4%,0%,nt,
Cc1ccc(CNC(=O)CCc2c(C)nc3ncnn3c2C)cc1,3%,-5%,7%,i,10,0,-7%,-2%,-3%,
COc1cc(/C=N/n2c(SC)nnc(C(C)(C)C)c2=O)ccc1O,-8%,-13%,4%,i,0,0,-2%,0%,3%,
COCCn1c(=NC(=O)CSCC(=O)NC2CCCCC2)sc2cc(OC)ccc21,-4%,-2%,-1%,i,13,4,-1%,-3%,3%,
O=C(CN1C(=O)CSc2ncccc21)N1CCOCC1,-10%,-6%,9%,i,14,4,-3%,-12%,-5%,
CNc1ccccc1C(C)(C)c1cc(-c2ccco2)n[nH]1,-4%,-5%,8%,i,7,6,1%,12%,12%,
CCn1c(SCC(=O)NCc2ccc(F)cc2)nc2c(c1=O)SC(C)C2 (stereo unspecified),-5%,-6%,6%,i,6,18,-6%,5%,-5%,
C=CCN(c1ccccc1)S(=O)(=O)c1ccc2c(c1)oc(=O)n2C,3%,2%,5%,i,13,7,-1%,-8%,5%,
N=c1n(CC(=O)O)c2ccccc2n1Cc1ccccc1Cl,-14%,-5%,14%,i,6,6,2%,1%,-10%,
CC(C)Cn1c(=O)c(C(=O)Nc2ccncc2)c(O)c2ccccc21,53%*,37%,2%,i,2,2,7%,-2%,nt,
CCc1nnc(NC(=O)CSc2nnc(COc3cccc(C)c3)o2)s1,7%,4%,7%,i,14,8,-6%,-12%,5%,
CCSc1nc(N)c2c3c(sc2n1)CN(C)CC3,-22%,-4%,8%,i,5,8,-2%,3%,-3%,
COc1ccccc1N1CCN(C(=O)c2cc3n(n2)C(C(F)(F)F)CC(c2ccco2)N3)CC1 (stereo unspecified),-22%,-11%,8%,i,14,0,-6%,-22%,nt,
CC(C)(C)c1ccc(C(=O)CCCSC2=C(C#N)C(c3ccco3)C3=C(CCCC3=O)N2)cc1 (stereo unspecified),38%,18%,18%,i,12,2,13%,4%,5%,
COc1ccc(-n2c(C)cc(C(=O)COC(=O)Cn3cnc4ccccc43)c2C)cc1,3%,1%,7%,i,14,0,0%,-4%,11%,
O=C(Nc1ccccc1)N(O)c1ccc(Cl)cc1,-4%,-1%,31%,i,7,7,-7%,16%,35%,PMK inhibit pilot replicates=5.0;Spn MK inh pilot replicates=0.0;DPM-DC inhibit pilot screen %=1.0

# Compounds above that contain a furan ring, fused or not, in the order listed:
SMILES,HPDE-C7 cytotoxicity,KRASV12 cytotoxicity,TNAP inhibition,DPM-DC inhibit,PMK inhibit,Spn MK inh,Bfl-1 displacement,HT1080 viability,LYP inhibition,others
Cc1ccc(=O)n(C(C(=O)NCc2ccco2)C(=O)c2ccc(F)cc2)c1 (stereo unspecified),9%,13%,-9%,i,8,9,4%,0%,nt,
CNc1ccccc1C(C)(C)c1cc(-c2ccco2)n[nH]1,-4%,-5%,8%,i,7,6,1%,12%,12%,
COc1ccccc1N1CCN(C(=O)c2cc3n(n2)C(C(F)(F)F)CC(c2ccco2)N3)CC1 (stereo unspecified),-22%,-11%,8%,i,14,0,-6%,-22%,nt,
CC(C)(C)c1ccc(C(=O)CCCSC2=C(C#N)C(c3ccco3)C3=C(CCCC3=O)N2)cc1 (stereo unspecified),38%,18%,18%,i,12,2,13%,4%,5%,

# The main list resumes, repeating the 2 entries before the break.
SMILES,HPDE-C7 cytotoxicity,KRASV12 cytotoxicity,TNAP inhibition,DPM-DC inhibit,PMK inhibit,Spn MK inh,Bfl-1 displacement,HT1080 viability,LYP inhibition,others
COc1ccc(-n2c(C)cc(C(=O)COC(=O)Cn3cnc4ccccc43)c2C)cc1,3%,1%,7%,i,14,0,0%,-4%,11%,
O=C(Nc1ccccc1)N(O)c1ccc(Cl)cc1,-4%,-1%,31%,i,7,7,-7%,16%,35%,PMK inhibit pilot replicates=5.0;Spn MK inh pilot replicates=0.0;DPM-DC inhibit pilot screen %=1.0
O=C1OCc2cc(NC(=O)C3CCCO3)ccc21 (stereo unspecified),4%,12%,16%,i,15,0,8%,3%,1%,PMK inhibit pilot replicates=8.5;Spn MK inh pilot replicates=7.5;DPM-DC inhibit pilot screen %=2.5
CC(C)(C)C1=Nn2c(nnc2-c2n[nH]c3c2CCC3)SC1,-19%,-28%,-11%,i,10,11,-7%,1%,13%,PMK inhibit pilot replicates=0.0;Spn MK inh pilot replicates=0.0;DPM-DC inhibit pilot screen %=2.5
CC1(C)CC(=O)C(C=NCc2ccccn2)=C(O)C1,1%,-6%,1%,i,0,5,-1%,4%,7%,
CCOC(=O)c1cccc(NC(=O)CNC(=O)C2CCCCC2)c1,-26%,-15%,10%,i,9,3,-5%,8%,12%,
O=C(Nc1c(C(=O)N2CCCCC2)cnn1-c1ccccc1)c1ccccc1,3%,-1%,5%,i,0,5,1%,7%,8%,
CC1CC(=O)N(CC(=O)Nc2ccc3c(c2)OCO3)c2ccccc2S1 (stereo unspecified),-7%,-11%,4%,i,8,4,-6%,-6%,10%,
COc1cc(C(=O)N2CCN(C(=O)COc3ccc4ccccc4c3)CC2)cc(OC)c1OC,-1%,3%,1%,i,0,7,0%,-1%,nt,
COC(=O)CN1C(=O)C(O)(CC(=O)c2ccc(Cl)cc2)c2ccccc21 (stereo unspecified),-43%,-32%,12%,i,11,7,4%,-43%,nt,PMK inhibit pilot replicates=2.0;Spn MK inh pilot replicates=0.0;DPM-DC inhibit pilot screen %=0.0
NC(N)=NS(=O)(=O)c1ccc(N)cc1,0%,7%,12%,i,4,7,5%,0%,5%,PMK inhibit pilot replicates=4.5;Spn MK inh pilot replicates=8.0;DPM-DC inhibit pilot screen %=0.0
O=C(c1cc2c(s1)CCCC2)N1CCN(Cc2ccc3c(c2)OCO3)CC1,1%,-13%,9%,i,23,1,3%,-3%,7%,
O=C(COc1ccc(-c2nnc(N3CCCCC3)c3ccccc23)cc1)N1CCCCC1,-14%,2%,7%,i,9,0,-3%,-23%,nt,
CC(C)(C)Sc1nc(O)cc(=O)[nH]1,2%,6%,2%,i,0,5,-4%,-8%,11%,
CCCS(=O)(=O)N1CCC(C(=O)NCc2ccco2)CC1,-15%,-13%,1%,i,11,0,-8%,0%,17%,
CCCCCNC(=O)CCn1c(=O)oc2ccccc21,-3%,-4%,2%,i,11,1,-1%,2%,-5%,
CCOC(=O)c1ccc(S(=O)(=O)Nc2ccccc2-c2nnn(CC)n2)cc1,16%,16%,9%,i,8,13,-5%,-14%,nt,
Cc1cccc(-c2nnc3n2N=C(c2ccccc2Br)CS3)c1,15%,12%,4%,i,8,4,-4%,7%,nt,
CCCC(=O)Nc1nc2ccc(S(=O)(=O)N3CCCCC3)cc2s1,19%,10%,10%,i,7,6,6%,6%,6%,
CCOC(=O)CCc1c(C)c(C#N)c2[nH]c3ccccc3n2c1=O,5%,-16%,19%,nt,0,10,-4%,-6%,5%,
C=CCNC(=O)C1CC(=O)N(c2ccc(C)cc2)C1 (stereo unspecified),-6%,-5%,4%,i,21,5,0%,-7%,1%,
CCOC(=O)c1cnc(SCC(=O)Nc2ccc3c(c2)OCCO3)nc1N,-1%,-1%,7%,i,0,7,-2%,-1%,1%,
CC(C)(C)OC(=O)N1CCN(c2ccc(NC(=O)Cn3nnc(-c4ccccc4)n3)cc2)CC1,-8%,-3%,0%,i,3,14,-2%,-4%,12%,
COc1cccc(CNC(=O)c2nnn(CC(=O)Nc3ccc(C)c(C)c3)c2N)c1,1%,-7%,11%,i,0,8,-3%,5%,10%,
N#Cc1ccccc1NC(=O)Nc1cccs1,-2%,-9%,10%,i,15,1,-4%,4%,-1%,
CCOCc1cnc(C)nc1NCC(=O)c1c(C)n(C)c2ccc(OC)cc12,nt,nt,-6%,i,10,9,-4%,24%,nt,
O=c1c2cccnc2[nH]c(=S)n1CCCN1CCN(c2ccc(F)cc2)CC1,-7%,-8%,11%,i,10,6,-4%,-5%,12%,
CCSc1nc2n(n1)C(c1cccc(F)c1)C1=C(CCCC1=O)N2 (stereo unspecified),-12%,-5%,3%,i,0,1,-5%,13%,10%,
CCN1CCN(Cc2c(O)ccc3c(=O)c(-c4ccc(OC)c(OC)c4)c(C)oc23)CC1,-26%,-20%,4%,nt,6,4,-3%,-17%,-10%,
Cc1cccc(Nc2nnc(SCc3cn4ccsc4n3)s2)c1,18%,20%,6%,i,23,4,-4%,9%,nt,
CC1CC(=O)N(CC(=O)NCc2ccc3c(c2)OCO3)c2ccccc2S1 (stereo unspecified),-3%,2%,0%,i,7,6,-7%,1%,2%,
CC(C)CN1C(=O)NC(NC(=O)c2cccs2)(C(F)(F)F)C1=O (stereo unspecified),-13%,-13%,13%,i,17,2,-8%,7%,-4%,
CCN1C(=O)C(C(=O)NC(C)c2ccccc2)C2CC1(C)Oc1ccccc12 (stereo unspecified),-15%,-20%,-6%,i,0,6,-5%,4%,nt,
CCn1cc(C(=O)OCC(=O)N(C)C2CCS(=O)(=O)C2)c(=O)c2ccc(C)nc21 (stereo unspecified),-13%,-17%,4%,i,19,5,-5%,-1%,6%,
O=C(NCC(c1ccc(F)cc1)N1CCOCC1)c1ccc(Br)o1 (stereo unspecified),-16%,-7%,5%,i,0,15,2%,-5%,nt,
CCCCn1c(CCNC(=O)c2cccs2)nc2ccccc21,nt,nt,nt,i,0,11,nt,38%,8%,
CN(C)c1nc2sc3c(c2c(=O)n1C)CC(C)(C)OC3,9%,15%,6%,i,10,10,-2%,-10%,9%,
O=C(Cn1c(=O)c2c(ncn2Cc2ccccc2)n(Cc2ccccc2)c1=O)NC1CC1,-15%,-17%,4%,i,13,1,2%,-5%,5%,
c1ccc(CCC2=NCCn3cccc32)cc1,-5%,-38%,6%,i,13,8,1%,6%,nt,
CCOc1ccccc1NC(=O)C1CC2CCCC(C1)C2=O (stereo unspecified),0%,-1%,7%,i,6,6,2%,-4%,-3%,
O=C(c1cccc(Cl)c1)N1CCN(C2CCCCCC2)CC1,7%,-3%,4%,i,10,38,-2%,0%,13%,
